aSyn rescue: rescues yeast growth from alpha-synuclein toxicity. Yeast expressing alpha-synuclein, growth rescue, BacTiter-Glo, 24 h. AID 652106. 370,000 compounds, 0.14% hits. Potency, µM (top dose mostly 46.1 µM), for inactives: top-dose growth rescue (activation), actives largely listed as activators; note: potency is the fitted concentration of half-maximal effect; % of control where 0% means no effect; nearly all actives have a fitted effect of over 65% in size
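Readout is rescue of growth in alpha-synuclein-expressing yeast, so inhibitors of toxicity appear as activators. Growth after 24 hr at 30 deg C in galactose medium is quantified by luminescence.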
TDP43 rescue: rescues yeast growth from TDP-43 toxicity; 410,000 compounds, 1.8% hits; AID 652104; Potency, µM (highest dose often 46.1 µM), for the others: top-dose growth rescue (activation), hits mostly activators; TDP-43 expressing yeast growth rescue, BacTiter-Glo, 24 h; note: potency is the fitted concentration of half-maximal effect; % of control where 0% means no effect; nearly all actives have a fitted effect of over 50% in size
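Galactose-induced TDP-43 yeast, OD600=0.02, compound pinned; 24 hr, 30 deg C; BacTiter-Glo luminescence for growth. Inhibitors of TDP-43 toxicity read as activators.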
FUS yeast rescue: FUS proteinopathy suppression in yeast. S. cerevisiae FUS-expressing, growth rescue, OD600, 24 h. Potency, µM (series often up to 76.6 µM), for inactives: at the highest dose growth rescue (activation), actives largely listed as activators. 390,000 compounds, 0.24% hits;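 note: potency is the fitted concentration of half-maximal effect; plate controls were DMSO vehicle for no effect and reference control for full effect; nearly all actives have a fitted effect of over 55% in size; some results filed as inactive show a strong effect at the top dose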
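Quantitative HTS measuring growth restoration of FUS-toxic yeast. Galactose-induced cells (OD 0.005) were exposed 24hr at 30C to compounds at several concentrations, then absorbance at 600 nm was recorded.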
Abeta rescue: restores growth of yeast expressing A-beta42 peptide. yeast expressing A-beta42, growth rescue, OD600, 48 h; response scale: 0% DMSO, 100% iron-clioquinol control. Potency, µM (series often up to 46.1 µM), for the others: at the highest dose growth rescue, most hits filed as activators. 410,000 compounds, 0.063% hits; note: potency is the fitted concentration of half-maximal effect; nearly all actives have a fitted effect of over 55% in size
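Yeast growth medium received pinned compounds, then yeast cells expressing toxic A-beta were added; plates incubated at 30 C for 48 hr. Growth read as absorbance at 600 nm, normalized to DMSO and equimolar FeCl3 plus clioquinol controls.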
PTHR1 ag: agonists of human PTHR1 parathyroid hormone receptor; 410,000 compounds, 0.075% hits; Q03431; HEK293 GP2 PTHR1 cells, GloSensor cAMP luminescence, 1 h; Potency, µM (top dose mostly 115 µM), inactives show at the top dose activation, hits mostly activators; AID 743266; note: potency is the fitted concentration of half-maximal effect; nearly all actives have a fitted effect of over 55% in size; some results filed as inactive show a strong effect at the top dose; inactives centre near -15; many of its hits are not listed in these tables
Target sequence (Q03431 whole entry, looked up): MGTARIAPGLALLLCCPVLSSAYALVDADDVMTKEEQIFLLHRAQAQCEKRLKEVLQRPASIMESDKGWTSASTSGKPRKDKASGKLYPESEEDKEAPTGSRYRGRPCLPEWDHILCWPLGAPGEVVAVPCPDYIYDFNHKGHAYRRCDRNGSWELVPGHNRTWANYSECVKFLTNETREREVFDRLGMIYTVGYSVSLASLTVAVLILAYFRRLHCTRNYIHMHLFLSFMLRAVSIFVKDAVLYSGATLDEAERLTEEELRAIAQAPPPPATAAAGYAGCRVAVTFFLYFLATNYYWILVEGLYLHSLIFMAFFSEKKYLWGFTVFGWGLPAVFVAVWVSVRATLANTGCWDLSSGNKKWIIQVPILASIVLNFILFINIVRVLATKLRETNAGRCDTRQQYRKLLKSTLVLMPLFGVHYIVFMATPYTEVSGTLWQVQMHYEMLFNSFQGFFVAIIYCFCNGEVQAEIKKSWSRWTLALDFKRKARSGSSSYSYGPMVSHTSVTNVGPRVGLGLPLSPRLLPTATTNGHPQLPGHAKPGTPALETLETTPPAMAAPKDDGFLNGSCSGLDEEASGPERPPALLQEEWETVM
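HEK-293-derived GP2 cells expressing PTHR1 and a GloSensor cAMP reporter, 3,000/well, plated overnight, given luciferin plus IBMX (each 0.5 mM as added) for 1 h at 37 °C, then compound for 1 h at 37 °C. Luminescence was read after 15 min at room temperature.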
Mm-Cpn inhibitor: blocks the Methanococcus maripaludis chaperonin Mm-Cpn. purified Mm-Cpn ATPase, ADP Transcreener TR-FRET. Potency, µM (doses to about 76.9 µM), for inactives: top-dose activity, negative = inhibition, actives largely listed as inhibitors. 330,000 compounds, 0.031% hits; note: potency is the fitted concentration of half-maximal effect; % is set by controls: 0 for no effect and ±100 for the full control effect; nearly all actives have a fitted effect of over 80% in size
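Quantitative HTS used 25 nM Mm-CPN and 10 uM ATP in magnesium/KCl Tris buffer, pH 7.4, with 1 mM DTT. Hydrolysis ran 30 min at 37°C; ADP was read by HTRF.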
GLP1R cytotox: cytotoxic in the GLP-1 receptor inverse agonist counter-screen; HEK293 cAMP-luciferase reporter cells, luminescence, 24 h; Potency, µM (top dose mostly 38.3 µM), for inactives: top-dose activity change, negative = inhibition, most hits filed as inhibitors; 410,000 compounds, 0.13% hits;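 note: loss of luciferase light is scored as toxicity; potency is the fitted concentration of half-maximal effect; % is set by controls: 0 for no effect and ±100 for the full control effect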
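1536-well qHTS counterscreen of the MLSMR; 200 cells/uL, 12 h pre-incubation, 23 nL cpd, 24 h at 37 deg C 5% CO2, luciferase detection reagent, 12 min RT, luminescence. Inhibition = undesired.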
GLP-1R inv ag: acts as inverse agonist at human GLP-1 receptor; P43220; HEK293 GLP-1R CRE-luciferase, luminescence, 24 h; GLP-1R form is constitutively active; Potency, µM (doses to about 38.3 µM), inactives show at the top dose activity change, negative = inhibition, hits mostly inhibitors; 410,000 compounds, 1.6% hits; AID 624417; note: potency is the fitted concentration of half-maximal effect; % is set by controls: 0 for no effect and ±100 for the full control effect; nearly all actives have a fitted effect of over 55% in size
Target sequence (P43220 whole entry, looked up): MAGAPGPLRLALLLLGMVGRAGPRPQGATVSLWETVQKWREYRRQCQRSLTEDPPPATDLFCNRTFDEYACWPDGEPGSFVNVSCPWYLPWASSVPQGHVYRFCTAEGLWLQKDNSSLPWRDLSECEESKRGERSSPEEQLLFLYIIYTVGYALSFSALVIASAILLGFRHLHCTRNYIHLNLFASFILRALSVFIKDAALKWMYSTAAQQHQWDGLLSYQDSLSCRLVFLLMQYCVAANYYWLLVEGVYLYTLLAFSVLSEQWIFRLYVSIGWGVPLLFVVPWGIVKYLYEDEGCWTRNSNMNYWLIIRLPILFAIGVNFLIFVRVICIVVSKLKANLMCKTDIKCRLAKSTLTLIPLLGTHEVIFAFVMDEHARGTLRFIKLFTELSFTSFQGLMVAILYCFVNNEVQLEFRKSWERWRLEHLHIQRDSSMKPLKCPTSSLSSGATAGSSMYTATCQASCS
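HEK293 cells stably co-expressing constitutively active GLP-1R and a cAMP-responsive luciferase reporter were seeded in DMEM with 10% Nu serum, given compounds after 12 h, and incubated 24 h at 37 deg C. Luminescence was then read.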
pAkt inh: inhibitors of Akt phosphorylation | Neuro2A IGF-stimulated pAkt S473 HTRF, 20 min; active compounds read low | activity change, % for hits at 50 µM | 360,000 compounds, 0.32% hits | AID 651550; in the data active = activity change below about -80%; inconclusive = mostly about -51% to -80%; note: % is set by controls: 0 for no effect and ±100 for the full control effect
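Neuro2A cells in DMEM with 0.5% FBS, overnight at 37 deg C, given compound at single 50 µM final, then IGF (6 nM final) for 20 min at 37 deg C. Lysed; phospho-Akt Ser473 by HTRF after 24 h, 665/615 ratio.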
Numbers without * were called inactive; i = inactive; ? = inconclusive; / = no result given; & = joins results of further samples; [ ] = dose if it differs, or a comment. Unless noted, calls come from the whole dose curve; as a rule, active = well fitted curve in the direction sought with a large enough effect; inconclusive = small, poorly fitted or top-dose-only effect, or another doubt; inactive = no such curve, though single readings can be large; an effect the other way counts as inactive or inconclusive. Not all compounds are listed; count on the stated rates, not on these rows.

SMILES	aSyn rescue	TDP43 rescue	FUS yeast rescue	Abeta rescue	PTHR1 ag	Mm-Cpn inhibitor	GLP1R cytotox	GLP-1R inv ag	pAkt inh
COc1ccc(C2C(=O)N(C3CCCCC3)CC(=O)N2C2CCCCC2)cc1 (stereo not drawn)	4%	10%&-24%	2%&0%	-11%&12%	-4%[57.5 µM]	0%	8%&3%	11%&0%	i
COc1cc2[nH]c(=O)n(CCC(=O)NC3CCCC3)c(=O)c2cc1OC	-12%	-8%	0%	2%	i	0%	-18%	5%	i
O=C(Nc1ccc(F)cc1)NC1(C(=O)NCc2cccs2)CCCCC1	0%	-8%	4%	3%	i	0%	-1%	?	i
N#Cc1nc(-c2ccc([N+](=O)[O-])cc2)oc1N1CCCCC1	3%	-9%	-4%	1%	i	-2%	27%	19%	i
O=C(COC(=O)c1cccc(S(=O)(=O)N2CCCCC2)c1)NCc1cccc(Cl)c1	-5%	5%	28%	5%	-17%	/	18%	-5%	i
CCOc1ccc(S(=O)(=O)N2CCN(Cc3ccccc3)CC2)c2cccnc12	2%	-11%	20%	21%	-35%[inhibitor][57.5 µM]	-3%	-6%	-5%	i
O=c1c2[nH]c3ccccc3c2nc2n1CCCS2	-6%	-3%	7%	-16%	-44%[inhibitor]	-3%	-9%	54%[activator]	i
Cc1ccc2cccc(NC(=O)c3ccc(-c4ccc(Cl)cc4Cl)o3)c2n1	/	-7%	-18%	-14%	i	/	2%	-1%	/
CC(Nc1cc(N2CCOCC2)ccc1[N+](=O)[O-])c1ccccc1 (stereo not drawn)	4%	29%	-29%	17%	i	1%	-12%	11%	i
COCCCN(Cc1ccccn1)S(=O)(=O)Cc1ccccc1	-11%	13%	-34%	3%[9.22 µM]	i	1%	-1%	2%	i
COc1ccc(S(=O)(=O)N2CCOCC2)cc1NC(=O)CSc1nnc(C2CC2)n1N	0%	2%	11%	/	i	-2%	-14%	-12%	i
FC(F)Oc1ccc(/C=N/NC(=S)Nc2cc(C(F)(F)F)ccc2Cl)cc1	1%	22%	-3%	-4%	i	1%	-1%	8%	i
COc1cc(CNCc2cccs2)cc(Br)c1OC	-10%	-27%	?	-15%	i	0%	-13%	?	i
O=C(CCc1nnc2n(Cc3ccc(Cl)cc3)c(=O)c3ccccc3n12)N1CCN(c2ccccn2)CC1	-2%	-8%	10%	14%	i	?	1%	6%	i
COc1ccccc1OCCn1ccnc1	0%	12%	-2%	10%	i	-4%	9%	11%	i
O=C(NNc1c2ccccc2nc2ccccc12)c1ccccc1Cl	-4%	0%	-13%	4%	-32%[inhibitor]	-2%	-11%	14%	i
N=C(N)c1ccc(O)cc1	1%	-12%[9.22 µM]	9%	-14%	12%	1%	3%[7.66 µM]	18%[7.66 µM]	i
O=C(CSc1nc2ccccc2c(=O)n1-c1ccc(F)cc1F)NC1CC1	-5%	-9%	9%	-10%	i	/	-4%	-3%	i
Cc1c(=O)n(OCc2ccccc2F)c2ccccc2[n+]1[O-]	3%	-10%	11%	-20%	-8%[57.5 µM]	-1%	1%	9%	i
CS(=O)(=O)Nc1cccc(NC(=O)c2ccc(-n3ccnc3)c3ccoc23)c1	-4%	4%	-20%	-16%	i	/	-22%	-24%	i
COc1cc(NC(=O)C(=O)NNC(=O)C2CCCCC2)c(OC)cc1Cl	-8%	?	20%	-20%	-2%	0%	?	?	i
COc1ccc(-c2cc(C(=O)NCc3ccco3)c3ccccc3n2)cc1	13%	9%	-8%	2%	-9%	-4%	-4%	10%	i
Nc1nc(-c2ccc(NC(=O)c3ccco3)cc2)cs1	-13%	-31%[inhibitor]	12%	-30%[inhibitor]	-27%	-2%	-5%	7.9µM*	i
C/C(=N\OCc1ccccc1C#N)c1cc2ccccc2o1	3%	-2%	12%	16%	i	2%	-2%	19%	i
CC(=O)Nc1ccc2c3c(cccc13)CC2	-1%	-8%	?	-2%	-33%[inhibitor]	/	10%	5%	i
O=C(COc1cc2oc(=O)c3c(c2cc1Cl)CCCC3)N1C[C@H]2C[C@@H](C1)c1cccc(=O)n1C2	10%	-23%	-3%	-15%	-31%[inhibitor]	-28%	-7%	-18%	i
Cc1ccc(C(=O)NCC(=O)OCC(=O)NC2CCS(=O)(=O)C2)cc1C (stereo not drawn)	0%	8%	0%	12%	i	0%	8%	36%[activator]	i
COc1cc2c(cc1OC)CN(C(=O)Cc1ccc(OC)c(S(=O)(=O)N3CCOCC3)c1)CC2	-5%	-14%	15%	-4%	i	1%	0%	16%	i
CCC(O)(CC)C(=O)NN(C(=O)CCl)c1ccccc1	3%	0%	/	2%	i	1%	-24%	-19%	i
CCC(=O)N1CCc2cc(S(=O)(=O)CCC(=O)NCc3ccccc3OC)ccc21	-13%	-25%&1%	-2%&22%	-23%&-10%	-14%&-23%	?	-11%&-3%	14%&14%	/
CSCCC(NC(=O)c1ccccc1Br)C(=O)NCC1CCCCC1 (stereo not drawn)	1%	/	39%	2%	-3%	-2%	-12%	-2%	i
Cc1cccc(/C(N)=N/OC(=O)c2ccco2)c1	-38%[inhibitor]	22µM*	-8%	-66%[inhibitor]	-7%[57.5 µM]	0%	8%	30%	/
Cc1ccc(-n2nnnc2CNC(=O)c2ccc3c(c2)OCO3)cc1C	0%	?	-2%	9%	i	1%	-22%	?	i
C#CCOCCOCCOCCNc1nc(N2CCOCC2)nc(N2CCN(C(=O)Cn3cc(CCCN=C(N)N)nn3)CC2)n1	-9%	9%	-18%	-7%	-12%	-1%	6%	-1%	i
COc1cccc(CC(=O)OCC(=O)NNC(=O)c2ccc([N+](=O)[O-])cc2)c1	-6%	8%	14%	-16%	i	1%	8%	15%	i
N#Cc1cccc(Nc2ncnc3c2cnn3-c2cccc(Cl)c2)c1	/	1%	3%	-5%	-14%	/	-3%	19%	/
CSc1cccc(CN2CCC(n3nccc3NC(=O)C3CC3)CC2)c1	-3%	-10%	4%	-17%	-17%	-2%	-13%	-16%	i
CCc1ccc(C(=O)Nc2ccc(OC)c(S(=O)(=O)N3CCOCC3)c2)cc1	1%	0%	11%	-2%	-37%[inhibitor]	1%	-10%	-3%	i
CCOC(=O)c1cnc(SCC(=O)N2CCc3ccccc32)nc1N	-1%	-16%	-22%	10%	i	0%	1%	0%	i
Cc1ccc(CNC(=O)CCNS(=O)(=O)c2ccc3c(c2)CCCC(=O)N3)cc1	-3%	2%	-14%	-18%	-7%	/	4%	-19%	/
COCCn1c(C)cc(C(=O)COc2cccnc2[N+](=O)[O-])c1C	0%	-3%	1%	-3%	i	1%	0%	-12%	i
O=C(COC(=O)c1ccc[nH]c1=O)c1ccc(Cl)s1	1%	10%	-14%	14%	26%[57.5 µM]	0%	-4%	0%	i
CCN(CC)CC(=O)N1c2ccccc2CCc2ccc(NC(=O)c3cc(OC)c(OC)c(OC)c3)cc21	0%	-8%	23%	2%	i	2%	0%	?	i
CC(=O)/C(=N\Nc1ccccc1)Sc1nncn1C	-4%	0%	5%	11%	-1%	0%	-17%	-32%	i
CC1(c2ccc3ccccc3c2)CCC(=O)O1 (stereo not drawn)	0%	?	/	3%	i	/	1%	1%	i
CCOC(=O)C1(Cc2ccccc2C#N)CCCCC1=O (stereo not drawn)	10%	-5%	1%	12%	i	/	2%	-14%	i
CCOC(=O)c1c(OCC)[nH]c2ccc(O)cc12	-1%	-15%	18%	-14%	i	0%	3%	30%[activator]	i
CCOC(=O)CSc1nnc(NC(=O)CN2CCCCC2)s1	-6%	-1%	-9%	-11%	-1%	0%	-7%	13%	i
CCCCn1nc(C(=O)NNC(=O)c2ccncc2)c2ccccc2c1=O	-7%	0%	11%	-11%	2%	-3%	-20%	35%[activator]	i
Cc1[nH]c(=O)[nH]c(=O)c1/C=N/NC(=O)[C@@H](N)CC(C)C	6%	-5%	0%	-19%	?	-1%	-1%	37%[activator]	i
(cont.)
SMILES	aSyn rescue	TDP43 rescue	FUS yeast rescue	Abeta rescue	PTHR1 ag	Mm-Cpn inhibitor	GLP1R cytotox	GLP-1R inv ag	pAkt inh
CCN(CC)CCCNC(=O)C(C)Sc1nc(-c2ccccc2)cc(C(F)(F)F)n1 (stereo not drawn)	1%	11%	-22%	9%	i	1%	2%	2.8µM*	i
Cc1ccc2oc(=O)c3cc(C(=O)NCCCN4CCCCCC4)sc3c2c1	?	-17%	8%	-17%	0%	-3%	-29%	?	i
Cc1ccc(C)c(OCCOCCN2CC(C)OC(C)C2)c1C (stereo not drawn)	0%	-2%	1%	-2%	i	?	0%	0%	i
COc1ccccc1NC(=O)c1ccc(NC(=O)CSc2ncn[nH]2)cc1	0%	10%	/	15%	i	1%	17%	22%	i
N#Cc1cccc(C(Br)S(=O)(=O)c2ccccc2)c1 (stereo not drawn)	7%	14%	5%	3%	-3%	/	7%	-1%	i
COc1ccc(OC2C(=O)N(c3ccc(F)cc3)C2c2ccc(OC)c(OC)c2)cc1 (stereo not drawn)	4%	-19%	-17%	4%	i	0%	-6%	?	i
CCOC(=O)CSc1nc2ccccc2n2c(C)nnc12	11%	-1%&0%	8%&8%	10%&-14%	-26%	-8%	-5%&-3%	42%&28%[activator]	i
